S1P4 agonist: activates the human S1P4 receptor; O95977; S1P4-expressing cell line, agonist reporter assay; activation, % at 4.98 µM; 0.35% of 220,000 active; AID 1509; in the data active means activation above about 11%;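 further: 0% = DMSO vehicle and 100% = reference agonist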
BaF3 parental: counter-screen for JAK2V617F inhibitors: parental Ba/F3 viability inhibitors. CellTiter-Glo ATP luminescence. inhibition, % at 5.6 µM. 1.1% of 220,000 active. AID 1486;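 active means inhibition above a per-campaign cutoff, the mean inhibition of all tested compounds plus 3 SD, cut at about 27% in these data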;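 further: 0% = DMSO wells and 100% = JAK Inhibitor I control wells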
Ba/F3 V617F tox: reduce viability of Ba/F3 cells dependent on JAK2V617F; Ba/F3 EpoR-JAK2V617F viability, ATP luminescence; inhibition, % at 5.6 µM; 1.1% of 220,000 active; AID 1446;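 active means inhibition above the campaign mean plus 3 SD over all tested compounds, cut at about 24% in these data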;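 further: cytokine-independent growth of Ba/F3 cells driven by EpoR plus mutant JAK2; 0% = DMSO-treated cells and 100% = JAK inhibitor I control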
NPY-Y1 PAM-ag: potentiates or activates human NPY-Y1 receptor | P25929 | NPY-Y1 expressing cells, potentiator/agonist activation | activation, % at 3.6 µM | 0.37% of 220,000 active; in the data active means activation above about 33%, passing the limit was not always enough;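 further: cells stimulated with NPY at EC10 then isoproterenol at EC100; 0% = low agonist plus stimulus and 100% = saturating agonist plus stimulus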
NPY-Y1 antag: antagonists of human neuropeptide Y receptor Y1. 1% of 200,000 active. HEK293-CNG Y1 cells, membrane potential fluorescence; NPY at EC95, then isoproterenol. inhibition, % at 3.6 µM. AID 1040;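 active means inhibition above the campaign mean inhibition of all tested compounds plus 3 SD, cut at about 20% in these data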;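 further: 0% = DMSO wells given NPY plus isoproterenol and 100% = isoproterenol alone without NPY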
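Benchmarks – high control isoproterenol alone, low control NPY with isoproterenol · Material – HEK293 Y1/CNG channel cell line · Times – dye 3 h, compound 60 min room temperature, stimulation 45 min · Probe or stimulus – NPY (25 nM), isoproterenol (1 µM), Ro 20-1724 (25 µM) · Evaluation – % inhibition of NPY effect · Signal – fluorescence, membrane potential probe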
NPY2 pot ag: human NPY-Y2 potentiation or agonism, primary screen; cells expressing NPY-Y2, potentiator/agonist read-out; activation, % at 3.6 µM; P49146; AID 1359; 0.45% of 220,000 active; in the data active means activation above about 27%;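 further: cells stimulated with NPY near EC25 plus isoproterenol at EC100; 0% = vehicle plus submaximal agonist and 100% = vehicle plus saturating agonist; some results beyond the cut were filed as inactive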
Target sequence (P49146 whole entry, looked up): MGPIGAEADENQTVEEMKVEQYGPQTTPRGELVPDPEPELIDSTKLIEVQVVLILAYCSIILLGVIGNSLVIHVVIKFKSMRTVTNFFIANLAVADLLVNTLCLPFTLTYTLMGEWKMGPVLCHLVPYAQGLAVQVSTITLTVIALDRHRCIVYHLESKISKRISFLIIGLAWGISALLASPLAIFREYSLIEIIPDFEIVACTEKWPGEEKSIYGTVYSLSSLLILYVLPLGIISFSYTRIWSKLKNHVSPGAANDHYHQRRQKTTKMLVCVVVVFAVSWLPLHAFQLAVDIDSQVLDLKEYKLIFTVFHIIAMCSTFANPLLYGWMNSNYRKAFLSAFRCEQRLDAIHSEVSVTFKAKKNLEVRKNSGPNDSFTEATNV
p47phox inh: blocks human p47phox regulatory protein of NADPH oxidases | P14598 | p47phox/p22phox peptide binding, fluorescence polarization, 2 h | inhibition, % at 24.7 µM | 0.53% of 220,000 active;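 active means inhibition above about 30%, limit read from the data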;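 further: 0% = p47phox with labelled peptide and 100% = labelled peptide alone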
Target sequence (P14598 whole entry, looked up): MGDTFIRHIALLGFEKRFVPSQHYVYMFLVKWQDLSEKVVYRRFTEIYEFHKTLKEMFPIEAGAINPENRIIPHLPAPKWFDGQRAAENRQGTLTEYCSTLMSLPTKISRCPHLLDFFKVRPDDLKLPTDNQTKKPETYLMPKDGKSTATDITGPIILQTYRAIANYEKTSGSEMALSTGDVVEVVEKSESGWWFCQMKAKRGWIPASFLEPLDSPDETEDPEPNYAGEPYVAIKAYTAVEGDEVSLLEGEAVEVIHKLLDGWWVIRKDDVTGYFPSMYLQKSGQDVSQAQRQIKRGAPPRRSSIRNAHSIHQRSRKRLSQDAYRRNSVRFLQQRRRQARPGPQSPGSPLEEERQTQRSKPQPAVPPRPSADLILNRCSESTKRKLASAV
S1P4 antag: human S1P4 receptor antagonism; O95977; inhibition, % at 4.98 µM; S1P4-expressing cells, antagonist mode, reporter read-out; 0.26% of 220,000 active; in the data active means inhibition above about 29%;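 further: 0% = wells stimulated with agonist and 100% = vehicle wells without agonist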
CHOP inh: inhibitors of CHOP induction in ER stress response | CHO-K1 CHOP-promoter luciferase, tunicamycin-induced, 15-18 h | inhibition, % at 10 µM | 3.8% of 220,000 active | AID 2732;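 active means compounds that reduced the stress-induced luciferase reporter signal by more than about 70% of percent inhibition, limit read from the data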;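 further: 0% = tunicamycin plus vehicle and 100% = wells without tunicamycin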
* = called active by the depositor; . = no result given; & = joins results of further samples.

Sample of the layout (3 entries):
SMILES,S1P4 agonist,BaF3 parental,Ba/F3 V617F tox,NPY-Y1 PAM-ag,NPY-Y1 antag,NPY2 pot ag,p47phox inh,S1P4 antag,CHOP inh
CC(NC(=O)c1ccco1)c1ccc2c(c1)OCCO2 (centres undefined),0.0,0.0,-4.1,-3.5,-2.5,1.3,-0.7,-9.6,-23.6
O=C1CN(C(=O)COC(=O)/C=C/c2ccco2)c2ccccc2N1,0.2,5.1,-1.5,4.3,7.5,10.4,-9.5,-14.8,-9.6
O=C(CSCc1ccc(F)cc1)NCc1ccco1,1.4,3.2,-0.4,18.6,-2.5,-4.6,-11.8,-12.3,13.6

The listing, previewed entries included:
SMILES,S1P4 agonist,BaF3 parental,Ba/F3 V617F tox,NPY-Y1 PAM-ag,NPY-Y1 antag,NPY2 pot ag,p47phox inh,S1P4 antag,CHOP inh
CC(NC(=O)c1ccco1)c1ccc2c(c1)OCCO2 (centres undefined),0.0,0.0,-4.1,-3.5,-2.5,1.3,-0.7,-9.6,-23.6
O=C1CN(C(=O)COC(=O)/C=C/c2ccco2)c2ccccc2N1,0.2,5.1,-1.5,4.3,7.5,10.4,-9.5,-14.8,-9.6
O=C(CSCc1ccc(F)cc1)NCc1ccco1,1.4,3.2,-0.4,18.6,-2.5,-4.6,-11.8,-12.3,13.6
COc1ccc(-c2c(C)n([O-])c(C)c(-c3ccccc3)[n+]2=O)cc1OC,-0.9,1.7,2.4,5.8,8.8,-8.7,-6.8,-0.8,16.2
Cc1ccccc1-c1nc(S(=O)(=O)c2ccc(Cl)cc2)c(NCCN2CCOCC2)o1,-0.8,4.3,1.9,-14.9,7.9,-19.5,0.0,13.4,89.9*
Cc1cccc(NC(=O)C(C)N2C(=O)C3C4CC(C(Br)C4Br)C3C2=O)c1 (centres undefined),0.9,2.4,-1.0,33.1,-10.3,33.6*,4.2,0.3,11.9
CCOc1ccc(N/C=C\C(=O)c2ccc3c(c2)OCO3)cc1,1.3,-1.4,-3.3,-11.7,0.2,-4.3,-15.8,-11.6,14.5
CCCS(=O)(=O)c1ccc(COC(=O)c2ccc(NC(C)=O)cc2)cc1,0.1,10.6,0.2,32.9,-3.7,5.0,-11.6,8.1,6.2
CC(=O)c1ccc2c(c1)N(C)c1ccccc1S2,1.1,0.9,-1.6,-2.4,0.7,12.9,-9.8,-20.5,41.3
COC(=O)c1ccc2c(=O)n(CCCN3CCOCC3)c(=S)[nH]c2c1,2.2,4.7,-0.2,-15.5,4.7,-11.2,-5.4,-14.9,-3.5
O=C(CN(C(=O)CCC(=O)Nc1ccccn1)c1ccc2c(c1)OCO2)NCc1ccco1,-0.4,-0.8,0.5,18.7,-2.7,18.7,-10.2,11.1,57.7
CC(=O)N1CCN(C(=O)c2cc(S(=O)(=O)Nc3ccc(S(C)(=O)=O)cc3)ccc2Cl)CC1,0.9,12.1,0.4,10.8,-2.0,-4.2,0.3,-9.7,9.7
CN(C)C(=O)c1c2c(nc3ccccc13)-c1ccccc1CC2,-1.4,1.3,0.4,-26.2,5.0,-12.6,1.7,11.7,-6.9
COn1c2c(c3c4nonc4ccc31)CCCC2,-0.2,2.9,-1.0,2.9,14.1,10.6,-17.5,16.4,48.9
CCCCCCSc1nsc(N)n1,-0.3,1.1,-1.9,14.6,1.8,20.5,-7.2,0.5,-23.3
COc1ccc(C2C(C#N)=C(SC)NC3=C2C(=O)CC(C)(C)C3)cc1 (centres undefined),0.0,-2.7,-3.4,12.4,-0.4,7.7,-1.0,-18.5,17.3
CCCNC(=O)C1CCN(S(=O)(=O)c2c(C)noc2/C=C\c2ccc(OC)cc2)CC1,-0.8,1.0,-4.6,17.1,-1.8,-3.8,-17.6,-5.9,-3.7
Cc1ccc(-n2cc(CNCCn3nc(C)cc3C)c(-c3ccc(F)cc3)n2)cc1,1.1,1.5,-3.8,-18.5,25.9*,-6.7,-3.3,-6.0,67.4
COc1ccc(N2C(=O)C(O)C2c2ccc(C)cc2)cc1 (centres undefined),0.8,3.3,1.6,0.4,2.7,-10.3,-3.4,-8.1,4.1
Cc1ccc(-c2cc(C(=O)NCCN3CCOCC3)no2)cc1,-1.1,2.2,2.4,10.3,6.2,1.7,0.0,-61.7,23.4
O=C(COc1ncnc2ccccc12)N1CCN(S(=O)(=O)c2ccccc2)CC1,0.1,1.0,0.3,-24.4,8.4,-11.7,0.0,-0.5,11.9
COc1cc(Br)c(S(=O)(=O)Nc2c(C)n(C)n(-c3ccccc3)c2=O)cc1OC,-1.9,3.3,0.9,-10.7,0.9,-4.5,-11.8,-13.7,32.7
CCc1nc(SCC(=O)Nc2cc(C)on2)n[nH]1,-0.2,3.7,2.1,-4.7,-4.2,1.9,-3.8,4.6,-19.5
COc1ccc(CCn2nnnc2C(CC(C)C)N2CCC(C(N)=O)CC2)cc1OC (centres undefined),-0.3,2.0,-0.2,7.0,9.1,-8.8,-3.7,-12.1,-17.0
Cc1cc(C(=O)NN)c(Cl)cc1Cl,-0.4,-0.5,1.2,-17.3,.,-13.6,-5.3,8.1,21.0
Cc1sc2nc(CSc3nnc(Cc4cccs4)n3C3CCCCC3)[nH]c(=O)c2c1C,0.8,4.3,-2.1,-28.6,9.1,2.7,-38.0,-6.3,-1.3
O=c1[nH]c2ccc(S(=O)(=O)NCc3ccccc3)cc2[nH]1,-1.0,0.8,-1.1,-3.7,-5.9,2.2,-8.0,-0.3,3.9
O=C(Cc1ccc([N+](=O)[O-])cc1)Nc1cc(C(F)(F)F)cc(C(F)(F)F)c1,-1.9,-2.6,-1.3,35.3,.,17.2,-4.1,17.1,-6.0
O=C(CCc1nc(-c2ccccc2F)no1)Nc1ccc(Oc2ccccc2)cc1,2.3,4.9,0.9,-5.1,-6.7,14.8,-13.1,-21.2,4.6
CC(C)(C)c1ccc(/C=C/C(=O)Nc2ncccn2)cc1,1.3,5.2,0.4,16.0,0.6,10.2,-10.1,-5.9,10.3
O=C(CCC(=O)N1CCN(S(=O)(=O)c2cccc(F)c2)CC1)c1cccs1,0.7,5.3,0.5,-14.9,11.6,-1.0,-18.5,-5.6,4.6
CC(C)NC(=O)CN(Cc1ccccc1)S(=O)(=O)c1ccccc1,-0.1,0.1,-5.3,5.4,-3.0,4.4,-0.4,-0.6,31.0
Cn1c(O)c(N=NC(=O)Cn2c(C(F)(F)F)nc3ccccc32)c2ccccc21,1.6,2.4,-1.4,5.5,-2.1,4.8,-6.5,-14.0,35.5
Cc1c(C(=O)NC(=S)NCc2cccnc2)oc2ccccc12,0.6,6.7,-3.6,-10.9,3.1,-4.5,4.1,-4.4,40.7
O=C(Oc1cccnc1)c1cccc(Cl)c1,2.6,2.1,4.0,-2.2,2.1,0.3,-15.1,-3.1,26.4
Fc1ccc(NC(=S)NCc2ccc3c(c2)OCO3)cc1,1.1,2.0,-1.9,-9.7,3.1,-0.1,-0.5,-16.3,-5.2
Cc1cc2[nH]cnc2c([N+](=O)[O-])c1C,0.0,7.6,1.6,-4.6,-5.3,-5.4,-1.6,9.8,7.2
Cc1cc2c(=O)n(CC(=O)N3CCN(c4ccc(F)cc4)CC3)cnc2s1,3.6,1.6,-2.4,-15.9,-0.3,-7.4,-4.4,-10.3,51.7
COc1cc2cc(C(c3nnnn3C3CCCCC3)N(C)C3CCCCC3)c(=O)[nH]c2cc1OC (centres undefined),-1.0,1.7,-2.5,20.8,10.6,2.0,-9.0,-15.0,84.3*
COCCn1c(SCCN2CCOCC2)nc2c1c(=O)[nH]c(=O)n2C,-2.8,-1.8,-1.5,9.8,-2.7,7.2,-7.9,-5.5,-7.7
CN(C)S(=O)(=O)c1ccc(NC(=O)Cn2c(-c3ccccc3)noc2=O)cc1,0.3,7.7,2.4,10.7,-1.6,3.1,-3.2,-8.6,20.6
O=C(CSc1nnc(-c2ccccc2)o1)n1c2c(c3ccccc31)CCCC2,-0.7,4.6,-1.7,0.7,2.1,-0.3,-7.8,-8.1,-21.1
COc1cc(-c2nnc(-c3cccs3)o2)cc(OC)c1OC,-0.8,2.2,-2.2,8.1,3.3,-9.8,-6.2,-9.7,-3.2
Cn1cc(CNCc2ccc(-n3cccn3)cc2)c(-c2ccccc2F)n1,3.3,3.3,-5.6,-14.9,3.8,-3.4,-16.8,0.0,-3.5
C/C(Cl)=C\Cn1c(O)c(N=NC(N)=S)c2ccccc21,0.1,6.1,5.1,11.3,9.3,15.7,-7.4,-4.3,-22.1
CN1C(C(=O)Nc2ccccn2)=C(O)c2ccccc2S1(=O)=O,6.8&1.3,8.6&-2.4,-0.2&1.2,-6.0&14.8,2.8&1.6,-1.6&-6.0,3.5&6.0,-7.5&10.2,12.3&-16.1&-14.8
Cc1cc(C)nc(SCc2cn3c(C)cc(C)nc3n2)n1,-1.8,-0.7,-5.8,14.4,.,-10.9,1.0,2.0,19.4
FC(F)Oc1ccccc1NC(=S)Nc1cccc(Cl)c1Cl,0.6,4.5,-5.7,13.6,5.0,9.4,-4.9,5.3,-5.9
O=c1cc(CN2CCN(S(=O)(=O)c3ccccc3)CC2)nc2sccn12,0.7,3.0,-1.5,-1.1,-1.7,5.2,-6.9,-3.2,-7.1
FC(F)(F)c1cc(-c2ccccc2)nc2ncnn12,1.9,2.6,3.4,4.4,-1.3,-6.1,7.3,0.7,6.5
Cc1cccc(N2CCN(Cc3ccoc3)CC2)c1C,-2.5,1.1,-4.8,-0.8,4.4,11.1,-3.5,-7.9,6.9
Nc1nc2ccccc2n1C(=O)c1cccs1,0.8,6.5,5.0,4.6,0.9,-4.2,-2.7,-21.1,-26.8
Cc1cc(C2=NNC(=Nc3ccccc3)SC2)c(C)n1C,1.2,9.7,-1.8,-1.9,-2.2,-3.5,-1.4,-22.2,43.7
CCc1cccc(CC)c1N(COC)C(=O)Cn1c(C(C)O)nc2ccccc21 (centres undefined),-2.7,3.8,-2.0,-9.9,-4.5,1.3,-12.7,-9.8,-27.0
COc1ccc(/C=N/Nc2cc(C)nc(N3CCOCC3)n2)c(OC)c1,1.1,1.0,1.3,14.4,.,5.5,-13.1,-6.9,-3.9
Cc1nc2ncnn2c(C)c1CCC(=O)NCCCN1CCN(c2cccc(Cl)c2)CC1,0.6,4.0,-0.1,3.7,4.8,5.9,-2.0,2.1,-5.2
CCCC(=O)Nc1nc(-c2ccccc2)ns1,1.8,1.1,-2.1,22.0,-1.9,-2.5,-11.3,-3.9,-0.5
CCOCCc1nnc(NC(=O)Cc2c(F)cccc2Cl)s1,1.5,7.2,1.3,-4.7,0.6,-11.5,-5.5,-0.7,14.4
CCN(CC)S(=O)(=O)c1cc(NC(=O)CSc2nc3c(cc2C#N)C(=O)CC(C)(C)C3)ccc1C,1.2,-0.3,-2.2,10.4,1.0,14.4,-29.4,5.9,16.5
N#Cc1c(Nc2ccccc2)sc(C(=O)c2ccccc2)c1N,0.5,0.9,-1.9,-17.5,1.2,-19.5,-18.8,-19.8,-6.9

From PubChem BioAssay
